Screening data deposited in PubChem BioAssay by several laboratories.
Tb MetRS inh: T. brucei MetRS inhibitors, primary screen, biochemical, luminescence; methionyl-tRNA synthetase (Trypanosoma brucei brucei); purified T. brucei MetRS, ATP depletion, Kinase-Glo luminescence; inhibition, % at 11.9 µM; actives 0.4% (n = 360,000); AID 624268, 2012;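 active = inhibition above a per-plate cutoff of the control wells' mean inhibition plus 3 SD, cut at about 5.5% in these data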;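 also: 0% = DMSO wells median and 100% = median of wells with control inhibitor compound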
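Dosing: 11.9 µM single point; system: parasite MetRS enzyme; technique: luminescence of leftover ATP; times: 15 min enzyme-compound preincubation, 2 h reaction, 10 min detection, 25 °C; replicates: each compound tested once; read-out basis: percent inhibition relative to median high and low control wells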
eLon inh: inhibitors of E. coli Lon protease, primary screen, biochemical, fluorescence polarization | P0A9M0 | purified E. coli Lon protease | inhibition, % at 7.94 µM | actives 0.42% (n = 360,000) | AID 602123, 2011; in the data active = inhibition above about 13%, passing the limit was not always enough;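 also: 0% = enzyme with probe and DMSO and 100% = no enzyme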
FAS TE block: FAS thioesterase domain inhibitors, primary screen, biochemical, fluorescence intensity, uHTS; Fatty acid synthase (Homo sapiens), P49327; recombinant FAS-TE, OMFH fluorogenic substrate, fluorescence endpoint; inhibition, % at 15 µM; actives 0.67% (n = 360,000);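 active = compounds whose normalised, plate-corrected inhibition of enzyme fluorescence in the single-dose primary screen is 50% or more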;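 also: 0% = DMSO with enzyme and 100% = substrate without enzyme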
bovine MsrA act: bovine MsrA enzyme activators, primary screen, biochemical, absorbance, HTS. Methionine sulfoxide reductase A (Bos taurus). purified bovine MsrA, absorbance read-out. activation, % at 10.6 µM. actives 0.3% (n = 360,000). AID 602163, 2012; in the data active = activation above about 7.5%;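 also: 0% = vehicle and 100% = reference activator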
Neddylation inh: inhibitors of cullin neddylation, primary screen, biochemical, TR-FRET, uHTS, NAE and Ubc12 | calls only at 25 µM | actives 0.58% (n = 360,000) | AID 651699, 2012; in the data active = inhibition above about 36%
Target sequence (P61081 whole entry, looked up): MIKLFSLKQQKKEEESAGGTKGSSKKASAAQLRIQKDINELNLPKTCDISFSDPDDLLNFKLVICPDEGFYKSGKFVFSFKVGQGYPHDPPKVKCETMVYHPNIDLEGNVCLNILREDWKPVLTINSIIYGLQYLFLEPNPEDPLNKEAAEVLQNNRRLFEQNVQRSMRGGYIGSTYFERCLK
Target sequence (Q13564 whole entry, looked up): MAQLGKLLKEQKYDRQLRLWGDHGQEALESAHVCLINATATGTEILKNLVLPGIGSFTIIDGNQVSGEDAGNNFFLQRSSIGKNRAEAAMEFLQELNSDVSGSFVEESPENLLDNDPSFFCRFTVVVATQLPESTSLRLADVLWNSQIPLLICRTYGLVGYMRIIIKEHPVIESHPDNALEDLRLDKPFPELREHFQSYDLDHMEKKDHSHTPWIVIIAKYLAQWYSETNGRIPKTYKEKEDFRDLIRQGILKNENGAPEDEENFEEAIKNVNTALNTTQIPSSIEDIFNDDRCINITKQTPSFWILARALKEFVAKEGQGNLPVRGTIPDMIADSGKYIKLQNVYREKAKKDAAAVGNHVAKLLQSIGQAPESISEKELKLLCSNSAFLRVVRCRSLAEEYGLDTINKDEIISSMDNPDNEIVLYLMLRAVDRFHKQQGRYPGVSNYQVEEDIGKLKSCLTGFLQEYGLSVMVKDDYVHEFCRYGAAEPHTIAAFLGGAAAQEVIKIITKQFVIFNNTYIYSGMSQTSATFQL
MLLE-PAM2 inh: inhibitors of PABP1 MLLE–PAM2 peptide binding, primary screen, biochemical, fluorescence polarization, FITC-PAM2, GST-MLLE; actives 0.36% (n = 360,000); AID 588489, 2011; inhibition, % at 20 µM; Polyadenylate-binding protein 1 (Homo sapiens), P11940; in the data active = inhibition above about 35%, passing the limit was not always enough;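 also: plate controls were DMSO wells with GST-MLLE for no effect and wells lacking GST-MLLE protein for full effect; some results filed as inactive read as strong as hits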
Rin1 Abl inh: inhibitors of Rin1-Abl protein binding, primary screen, biochemical, TR-FRET; Tyrosine-protein kinase ABL1 (Homo sapiens) + Ras and Rab interactor 1 (Homo sapiens), …; inhibition, % at 7.35 µM; actives 0.4% (n = 360,000); AID 588664, 2011; in the data active = inhibition above about 5%, passing the limit was not always enough
CSN deneddyl inh: inhibitors of CSN-mediated cullin deneddylation, primary screen, biochemical, fluorescence polarization, uHTS; Purified CSN, SCF-Nedd8-OG deneddylation; inhibition, % at 12.5 µM; actives 0.38% (n = 360,000); AID 651999, 2013;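 active = pattern-corrected inhibition above about 35%, with an unprinted fluorescence ratio check between 0.5 and 1.5, limit read from the data, passing the limit was not always enough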;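 also: 0% = enzyme with substrate and 100% = substrate without enzyme; some results filed as inactive read as strong as hits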
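assay system = purified human Csn5 enzyme expressed in HEK293T cells | amount = 0.24 nM enzyme | buffer or medium = Tris/NaCl/DTT buffer, pH 7.5 | reagent = 10 nM SCFSkp2-Nedd8OG | compound = one concentration, 12.5 µM, 0.25% DMSO | times = 90 min reaction at room temperature | signal = FP | read-out basis = % inhibition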
MsrA inh: bovine MsrA enzyme inhibitors, primary screen, biochemical, absorbance, HTS. actives 0.75% (n = 360,000). inhibition, % at 15.5 µM. purified bovine MsrA, absorbance read-out. Methionine sulfoxide reductase A (Bos taurus); in the data active = inhibition above about 4.5%;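 also: 0% = vehicle wells with enzyme and 100% = reference inhibitor wells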
Active calls of the source: *; i = inactive; / = not tested or not shown.

A first look:
SMILES	Tb MetRS inh	eLon inh	FAS TE block	bovine MsrA act	Neddylation inh	MLLE-PAM2 inh	Rin1 Abl inh	CSN deneddyl inh	MsrA inh
O=C(Nc1cccc2ncccc12)c1cc([N+](=O)[O-])ccc1Cl	-0.3	-9	1	-1	i	20	-2	-6	-0.9
Cc1noc(C)c1CSc1nc2ccccc2c(=O)n1-c1ccc(F)cc1F	-0.2	-1	27	-1	i	8	-1	5	1.0
Cc1c(NC(=O)c2cccc(NC(=O)Cc3ccccc3F)c2)c(=O)n(-c2ccccc2)n1C	-0.3	-9	-6	-11	i	-9	2	-3	0.6

The whole of this part (from the top)
SMILES	Tb MetRS inh	eLon inh	FAS TE block	bovine MsrA act	Neddylation inh	MLLE-PAM2 inh	Rin1 Abl inh	CSN deneddyl inh	MsrA inh
O=C(Nc1cccc2ncccc12)c1cc([N+](=O)[O-])ccc1Cl	-0.3	-9	1	-1	i	20	-2	-6	-0.9
Cc1noc(C)c1CSc1nc2ccccc2c(=O)n1-c1ccc(F)cc1F	-0.2	-1	27	-1	i	8	-1	5	1.0
Cc1c(NC(=O)c2cccc(NC(=O)Cc3ccccc3F)c2)c(=O)n(-c2ccccc2)n1C	-0.3	-9	-6	-11	i	-9	2	-3	0.6
Cc1cccc(C)c1NC(=O)Cn1c(=O)n(CCCC(=O)NCc2ccco2)c(=O)c2sccc21	0.2	-2	-6	3	i	7	2	-1	0.8
CC[C@]12c3[nH]c4cc(CCC(=O)N(C)C)ccc4c3CCN1C(=O)[C@@H](CC(=O)NC/C=C(\C)CCC=C(C)C)C[C@@H]2C(=O)N1CCN(C(=O)C2CC2)CC1	-0.2	-8	5	5	i	0	-4	-4	-0.6
COc1ccccc1CNC(=O)CC12CC3CC(CC(Br)(C3)C1)C2	-1.1	4	9	-9	i	-5	-2	6	-0.5
Cc1ccccc1C(=O)Nc1ccc(S(=O)(=O)N2CC(C)OC(C)C2)cc1 (stereo not drawn)	0.2	-4	1	-3	i	0	2	0	-2.4
COCCCN1C(=O)C(CC(=O)NCc2ccco2)CC(C(=O)N(C(C)C)C(C)C)=C1C (stereo not drawn)	-0.2	-6	-10	-2	i	12	2	-4	-0.2
Cc1cccc(C)c1NC(=O)C(c1ccccc1)N1CCC(Cc2ccccc2)CC1 (stereo not drawn)	-0.2	5	22	1	i	2	1	0	-0.1
Cc1ccc(S(=O)(=O)N2[C@@H](c3ccccc3)C(C(=O)O)=CC[C@H]2c2cccc(C)c2)cc1	-0.1	1	0	1	i	6	1	0	-0.6
CC(=O)Nc1ccccc1C	-0.9	7	0	-2	i	9	-1	2	0.5
CCOc1ncccc1C(=O)Oc1ccc2c(c1)OCO2	0.1	-1	4	-3	i	0	-1	1	0.5
O=C(NN1C(=O)/C(=C/c2ccc(O)c(O)c2)SC1=S)c1ccccc1	-0.1	-52	2	-4	i	-130	7.5*	50*	-0.1
O=C1OCCC1Sc1nnnn1-c1ccc(Cl)cc1 (stereo not drawn)	-0.9	5	5	-7	i	-52	-3	-5	0.6
CC1CCCCN1C(=O)COC(=O)C1CCN(S(=O)(=O)c2ccc3c(c2)OCCO3)CC1 (stereo not drawn)	-0.4	5	0	-2	i	-5	0	-3	-0.4

Next part; the last 2 above are carried over.
SMILES	Tb MetRS inh	eLon inh	FAS TE block	bovine MsrA act	Neddylation inh	MLLE-PAM2 inh	Rin1 Abl inh	CSN deneddyl inh	MsrA inh
O=C1OCCC1Sc1nnnn1-c1ccc(Cl)cc1 (stereo not drawn)	-0.9	5	5	-7	i	-52	-3	-5	0.6
CC1CCCCN1C(=O)COC(=O)C1CCN(S(=O)(=O)c2ccc3c(c2)OCCO3)CC1 (stereo not drawn)	-0.4	5	0	-2	i	-5	0	-3	-0.4
CCN(CC)C(=O)c1sc(NC(=O)c2ccco2)c(C#N)c1C	-0.8	-15	-3	-6	i	-17	4	4	4.9*
Cn1c(=O)[nH]c(=O)c2[nH]c(N(Cc3ccccc3)Cc3ccccc3)nc21	-1.2	-6	-11	-9	i	2	3	5	-0.8
COc1ccc(CNC(=O)C2CCN(S(=O)(=O)c3ccc4c(c3)C(C)(C)C(=O)N4C)CC2)cc1	-0.3	-3	-8	-4	i	2	0	1	0.0
O=C(NN1CCOCC1)c1ccc(Br)s1	-0.4	4	-8	-5	i	6	-3	-4	0.7
COCCNC(=O)CN1N=C(c2ccc(OC)cc2)CCC1=O	-0.6	4	0	0	i	8	-4	0	1.7
COc1ccc(C(=O)N/N=C\c2coc3ccccc3c2=O)cc1	1.2	-1	-2	-1	i	-11	-1	1	-0.9
C[C@H](CO)N1C[C@H](C)[C@@H](CN(C)Cc2ccc3c(c2)OCO3)Oc2ccc(NS(C)(=O)=O)cc2C1=O	-0.3	-20	-16	-2	i	-5	2	4	1.1
NC(=O)NC(=O)COC(=O)c1ccc(OC(F)(F)F)cc1	-1.7	-10	-9	-13	i	-4	1	-3	0.4
CCCCn1c(N)c(N(CCOC)C(=O)c2cccc(S(=O)(=O)N3CCCCC3)c2)c(=O)[nH]c1=O	-0.2	-1	-3	-2	i	-22	1	-3	0.8
O=C(Nc1ccc(Cc2ccncc2)cc1)c1cccs1	-1.0	5	-2	-6	i	4	-2	17	0.5
CC(Oc1ccc2c(-c3ccccc3)cc(=O)oc2c1)C(=O)NCC(O)c1ccccc1 (stereo not drawn)	0.1	4	4	-1	i	4	-3	-1	1.5
CC(C)C(NC(=O)c1ccccc1F)C(=O)NCc1ccccc1 (stereo not drawn)	-0.3	-6	-6	-1	i	-22	-4	-2	-1.3
Cc1sc2nc(SCCO)n(-c3ccccc3)c(=O)c2c1C	-0.7	3	-4	0	i	5	1	3	0.1
COc1ccc(CC(=O)Oc2cc(C)ccc2C)cc1	-0.9	1	14	-2	i	9	0	-3	-0.1
Cc1ccc(NC(=O)CSc2nnc(-c3cc(C)[nH]n3)n2N)c(C)c1	-0.9	0	-10	-7	i	-9	1	0	-0.3
COc1ccccc1NC(=O)CN(C)S(=O)(=O)c1cccc2cccnc12	-0.6	4	0	-1	i	11	1	2	-0.4
CCCCCCNC(=O)c1cc(S(=O)(=O)N2CCc3ccccc32)ccc1F	-0.7	9	2	-3	i	14	4	-3	-0.3
CN1OC[C@@H]2CN(S(=O)(=O)c3cccc4ccccc34)[C@H](c3ccc(N4CCCCC4)cc3)C[C@@H]21	-1.1	-11	8	-1	i	-14	4	0	0.2
CCOc1ccccc1CNC(=O)CCc1cn(C)c2ccccc12	-2.2	6	4	-13	i	-26	2	0	0.6
CCOC(=O)Cn1c(C(C)=O)nc2ccccc21	-0.6	-4	-3	-2	i	-16	1	-2	0.5
CCN(CCCNC(=O)c1c(C)cc(=O)oc1C)c1cccc(C)c1	0.5	-1	14	-2	i	9	0	-6	0.5
O=C(CCN1C(=O)C2CCCCC2C1=O)Nc1cc([N+](=O)[O-])ccc1Cl (stereo not drawn)	-0.2	10	6	-4	i	1	1	-3	-0.5
Cc1ccc(NC(=S)N(CCN(C)C)Cc2cccs2)cc1C	-0.3	6	6	-2	i	13	-2	8	-1.3
O=C(Nc1ccc(Oc2ccccc2)cc1)c1csc([C@@H]2O[C@H](CO)[C@H](O)[C@H](O)[C@H]2O)n1	-0.1	26	-4	-3	i	3	0	3	1.2
COc1ccccc1C(=O)OCC(=O)NC(=O)NCc1ccccc1	-0.8	3	-6	-10	i	0	-1	-3	-1.9
Cc1c(-c2ccco2)[n+](=O)c2c(n1[O-])CCCCC2	-0.4	-1	-8	-4	i	12	0	-5	1.3
COc1ccc(S(=O)(=O)N2N=C(C)Oc3ccccc3C2=O)cc1	-1.5	-9	-11	-9	i	12	2	2	0.1
O=C(Cn1nnc(-c2cccs2)n1)N1c2ccccc2Sc2ccc(C(F)(F)F)cc21	-0.3	8	23	1	i	0	0	9	1.5
CC1(C)CC(=O)C=C(c2ccc(COC(=O)C3CC3)cc2)C1=O	0.2	2	25	-2	i	-9	-3	2	0.1
CC(C)C[C@H](NC(=O)C1CCN(S(=O)(=O)c2ccccc2)CC1)C(=O)NCc1ccncc1	-0.1	16	-5	-2	i	5	-1	-1	-0.8
Cc1cc(=O)oc2cc(NC(=O)CCC(=O)O)ccc12	-0.5	-14	-10	-6	/	5	1	3	3.7
Cc1ccc(C(=O)Nc2ccc(Cl)cc2C)c(Cl)c1	0.0	6	6	-4	i	0	1	-7	-0.7
O=C(Cc1c(F)cccc1Cl)NNC(=O)c1cccs1	0.2	-10	-4	3	i	-3	-1	-1	-0.2
C[C@H]1COC2=C1C(=O)C(=O)c1c2ccc2c1CCCC2(C)C	-1.9	9	36	-11	i	19	1	13	/
COc1ccc(CNC(=O)CN2CCC(NC(=O)c3ccccc3C)CC2)cc1	-0.5	4	-4	0	i	-8	3	-4	-1.3
Cc1cnn(-c2ccc3nnc(-c4ccc(Cl)cc4)n3n2)c1	-0.1	-4	1	-5	/	-11	-1	-6	0.5
Cc1ccc(NC(=O)C2CC2C)c(Cl)c1 (stereo not drawn)	-0.3	-6	-1	3	i	16	4	-4	-1.5
COc1ccc(OC)c(C(=O)COC(=O)c2cccnc2SC)c1	-0.1	8	19	-2	i	6	-2	-1	-0.1
COc1ccc(C2Nc3ccccc3C(=O)N2NC(=O)c2ccccc2)cc1OC (stereo not drawn)	0.1	9	-3	-6	/	-3	0	7	0.3
O=C(Nc1ccc(N2CCCC2=O)cc1)c1cccc(F)c1	-0.4	2	-11	-2	i	-3	-2	-1	0.9
c1cc(N2CCCCC2)nc(N2CCCCC2)n1	-0.1	-3	-2	-1	i	-1	-2	-3	0.8
